Assay outcomes: PubChem BioAssay, National Center for Advancing Translational Sciences (NCATS)
Tb PGK inh: T. brucei PGK inhibition | P07378 | PGK/GAPDH coupled, Kinase-Glo luminescence, 60 min | Potency, µM (highest dose often 57.5 µM), for inactives: at the highest dose activity change, negative = inhibition, actives largely listed as inhibitors | hit rate 0.043% among 380,000 | AID 602233; note: potency is the fitted concentration of half-maximal effect; % is set by controls: 0 for no effect and ±100 for the full control effect; nearly all actives have a fitted effect of over 60% in size
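Recombinant glycosomal PGK reaction used 1,3-bisphosphoglycerate generated in-well by GAPDH (100nM final) in 100mM TEA pH 7.6, 5mM MgCl2, 0.01% Tween-20. After 60 minutes at room temperature, ATP was read by Kinase-Glo Plus luminescence end-point.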
G9a block: G9a (human) methyltransferase inhibition; Q96KQ7; G9a H3K9 monomethylation, AlphaScreen, 2 h; Potency, µM (top dose mostly 102 µM), for the others: at the top dose activity, negative = inhibition, usual class: inhibitors; hit rate 8.8% among 350,000; AID 504332; note: potency is the fitted concentration of half-maximal effect; % is set by controls: 0 for no effect and ±100 for the full control effect; nearly all actives have a fitted effect of over 75% in size
Target sequence (Q96KQ7 913-1193 limits assumed): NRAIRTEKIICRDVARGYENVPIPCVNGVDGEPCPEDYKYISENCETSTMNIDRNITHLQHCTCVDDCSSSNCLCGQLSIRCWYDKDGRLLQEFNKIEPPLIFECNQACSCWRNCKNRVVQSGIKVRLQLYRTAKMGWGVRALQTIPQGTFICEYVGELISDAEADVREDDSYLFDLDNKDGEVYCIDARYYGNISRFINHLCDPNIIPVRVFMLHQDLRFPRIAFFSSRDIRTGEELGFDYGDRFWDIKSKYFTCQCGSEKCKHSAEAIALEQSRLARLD
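Enzyme 20 nM + cpd, 15 min RT; add b-H3K9 pep 500 nM / SAM 20 uM; 2 h RT; anti-H3K9me1 Ab 0.5 ug/mL + SA donor / anti-rabbit acceptor beads 20 ug/mL each, 10 min; AlphaScreen read.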
ERG-DNA inh: ERG Ets/DNA interaction inhibition; fluorescence polarization, His-ERG Ets domain / labelled DNA; Potency, µM (series often up to 76.9 µM), for the others: at the highest dose FP activity, negative = inhibition, usual class: inhibitors; hit rate 0.028% among 370,000; AID 624246; active = well fitted inhibition curve with a large enough effect in the polarisation, with a control signal flat; inconclusive = small, poorly fitted or top-dose-only effect, or effect the other way, or a change in a side signal; inactive = no such curve, though single readings can be large or run the other way; the % refers to the polarisation;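 note: polarization taken with two DNA probes labelled with fluorescein and Texas red; potency is the fitted concentration of half-maximal effect; % of control where 0% means no effect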
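His-tagged ERG Ets domain (1 uM in the protein solution; 300mM KCl, 50mM Tris-HCl, 1mM EDTA, 1mM DTT, pH 7.5) received compound, then a probe mix of 5 nM fluorescein-DNA and 100nM Texas-615-DNA. Fluorescence polarization was read for both dyes.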
Pin1 inh: human Pin1 inhibition | Potency, µM (top dose mostly 115 µM), for the others: top-dose activity, negative = inhibition, most hits filed as inhibitors | Pin1 FP peptide displacement, HiFluor488, 10 min | hit rate 0.009% among 390,000 | Q13526 | AID 504891; active = well fitted inhibition curve with a large enough effect in the polarisation, with a control signal flat, not every such curve was filed as active; inconclusive = small, poorly fitted or top-dose-only effect, or effect the other way, or a change in a side signal; inactive = no such curve, though single readings can be large or run the other way; the % refers to the polarisation; note: potency is the fitted concentration of half-maximal effect; % is set by controls: 0 for no effect and ±100 for the full control effect
Target sequence (Q13526 whole entry, looked up): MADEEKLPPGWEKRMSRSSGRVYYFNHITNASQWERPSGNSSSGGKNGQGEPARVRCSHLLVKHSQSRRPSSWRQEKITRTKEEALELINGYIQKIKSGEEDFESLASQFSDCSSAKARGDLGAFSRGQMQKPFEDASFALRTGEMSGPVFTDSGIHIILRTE
GLS inhibitor: glutaminase GLS (human) inhibition; O94925; GLS enzymatic activity, qHTS titration; Potency, µM (series often up to 45.5 µM), without a hit: top-dose activity change, negative = inhibition, hits mostly inhibitors; hit rate 0.21% among 410,000; AID 624170; note: potency is the fitted concentration of half-maximal effect; % is set by controls: 0 for no effect and ±100 for the full control effect
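Assay buffer: 45 mM KH2PO4 pH 8.2, 0.02% Tween-20. hKGA acts on L-glutamine (1 mM solution added); product glutamate is reported by an oxidase/peroxidase Amplex Red coupling, with fluorescence taken at baseline and 30 min.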
HP1b binding inh: blocks HP1-beta chromodomain binding to methylated histone tails; P83916; AlphaScreen HP1-beta / biotin-H3K9me3 peptide binding; Potency, µM (highest dose often 114 µM), for inactives: at the highest dose activity change, negative = inhibition, hits mostly inhibitors; hit rate 0.56% among 390,000; AID 540317; note: potency is the fitted concentration of half-maximal effect; nearly all actives have a fitted effect of over 70% in size; inactives centre near 23
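Compound inhibition of the preformed complex between 50 nM HP1-beta and 50 nM biotinylated H3K9me3 peptide was read by AlphaScreen. Buffer was PBS pH 7.4 with 0.01% Tween-20. Incubations ran 30 min at room temperature, with 10 ug/mL donor/acceptor beads.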
BAZ2B block: blocks human BAZ2B | Q9UIF8 | AlphaScreen BAZ2B-H3K14Ac peptide displacement | Potency, µM (titrated, usually from 114 µM), for inactives: top-dose activity change, negative = inhibition, usual class: inhibitors | hit rate 4.4% among 360,000; note: potency is the fitted concentration of half-maximal effect; % is set by controls: 0 for no effect and ±100 for the full control effect; nearly all actives have a fitted effect of over 60% in size
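In this displacement format the biotinylated H3(5-23) peptide acetylated at Lys14 serves as ligand at 50 nM, with BAZ2B at 50 nM in PBS pH 7.4 containing 0.01% Tween-20. Donor and acceptor beads are 10 ug/mL final.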
JMJD2A Tudor inh: inhibitors of human JMJD2A Tudor domain; O75164; AlphaScreen JMJD2A-Tudor / H3K4me3 peptide binding; Potency, µM (series often up to 114 µM), for inactives: at the top dose activity change, negative = inhibition, usual class: inhibitors; hit rate 4.4% among 390,000; note: potency is the fitted concentration of half-maximal effect; % is set by controls: 0 for no effect and ±100 for the full control effect; nearly all actives have a fitted effect of over 50% in size
PI4K2A inh: PI4K2A (human) kinase inhibition; Q9BTU6; purified PI4K2A, ADP-Glo luminescence, 1 h; stronger effect = lower value; activity change, negative = inhibition, % at 76.9 µM; hit rate 0.13% among 420,000; in the data active = activity change below about -50%; inconclusive = mostly about -30% to -49%;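 note: -100% = wells without enzyme as full effect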
Target sequence (Q9BTU6 whole entry, looked up): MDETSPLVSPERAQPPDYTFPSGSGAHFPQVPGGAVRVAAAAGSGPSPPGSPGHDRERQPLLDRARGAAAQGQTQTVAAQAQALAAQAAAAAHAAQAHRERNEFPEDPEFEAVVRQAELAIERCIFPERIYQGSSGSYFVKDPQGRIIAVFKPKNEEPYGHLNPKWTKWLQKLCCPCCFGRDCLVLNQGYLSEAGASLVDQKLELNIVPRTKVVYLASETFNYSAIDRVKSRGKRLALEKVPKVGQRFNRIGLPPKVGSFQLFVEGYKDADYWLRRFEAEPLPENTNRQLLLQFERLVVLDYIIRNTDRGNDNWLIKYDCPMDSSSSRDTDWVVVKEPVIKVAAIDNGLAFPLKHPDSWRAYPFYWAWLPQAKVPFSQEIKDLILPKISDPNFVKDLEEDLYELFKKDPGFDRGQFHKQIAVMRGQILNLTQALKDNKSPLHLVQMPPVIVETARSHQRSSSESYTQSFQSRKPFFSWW
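Compounds are screened against recombinant PI4K2A using PI as substrate and ATP, the latter dispensed at 300 microM. Reactions run one hour at ambient temperature before ADP-Glo detection; full inhibition defined by wells lacking enzyme.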
An asterisk follows results filed as active; i = inactive; ? = inconclusive; nt = no result given; [ ] = another dose, or the depositor's remark. Unless noted, calls come from the whole dose curve; as a rule, active = well fitted curve in the direction sought with a large enough effect; inconclusive = small, poorly fitted or top-dose-only effect, or another doubt; inactive = no such curve, though single readings can be large; an effect the other way counts as inactive or inconclusive.

SMILES | Tb PGK inh | G9a block | ERG-DNA inh | Pin1 inh | GLS inhibitor | HP1b binding inh | BAZ2B block | JMJD2A Tudor inh | PI4K2A inh
Cc1ccc2cc(CN(CCCN3CCOCC3)C(c3nnnn3Cc3ccco3)C(C)C)c(=O)[nH]c2c1C (stereo unspecified) | 2% | nt | 4% | 10% | 6% | -33% | nt | -31% | -5
O=C(NC(Cc1c[nH]c2ccccc12)c1nnc2n1CCCCC2)c1ccccc1 (stereo unspecified) | i | 19% | 2% | -17% | -7% | 5% | -4% | -30% | -1
Cc1ccc(-c2nc(CN(Cc3cnn(C)c3)C(C)C)c(C)o2)o1 | 1% | nt | 2% | -1% | -2% | 32% | 2% | -9% | 2
CC(=O)c1cccc(NC(=O)Cn2c(-c3cncs3)nc3ccccc32)c1 | -10% | 1%[59 µM] | -2% | -2% | -1% | 6% | ? | -19% | -2
Cc1cccc(OCCNC(=O)c2ncn[nH]2)c1 | 7% | 15%[59 µM] | -17% | -4% | 4% | 37% | 9% | -15% | 2
COc1ccc(-n2cc(-c3ccc(C)cc3)[n+]3c2SCC3)cc1 | 1% | -7%[59 µM] | 0% | 4% | 7% | 13% | -3% | -8% | -3
COc1ccc(N(CC(=O)Nc2cc(OC)cc(OC)c2)S(=O)(=O)c2c(C)n[nH]c2C)cc1 | 6% | nt | -1% | 1% | 7% | 12% | 17% | -11% | 8
CN(CC(=O)Nc1cccc(F)c1)C(=O)C1CSC2(C)CCC(=O)N12 (stereo unspecified) | -6% | -27% | -7% | -2% | 9% | 10% | 10% | -6% | -5
O=C(Nc1ccc2[nH]c(=O)[nH]c2c1)c1ccc(Br)o1 | 15% | -3% | -7% | -11% | 15% | 36% | -13% | -8% | -1
O=C(c1ccco1)N1CCN(Cc2cccc3ccccc23)CC1 | 2% | 14µM* | 5% | 1% | 3% | 22µM* | 20µM* | 22µM* | -2
CN(C)CC1CCC/C(=C/c2ccc(Cl)cc2)C1=O (stereo unspecified) | 2% | nt | 2% | -9% | 26% | 33% | nt | -19% | 4
COc1ccc(C)cc1N(CC(=O)NC1CCCC1)C(=O)CCC(=O)Nc1cc(C)on1 | 1% | -9% | -11% | 0% | -1% | 41%[activator] | -6% | -7% | 6
c1ccc(CN(Cc2ccccc2)c2nn[nH]n2)cc1 | -8% | 1% | -8% | 0% | 1% | 32% | -9% | -11% | -6
COc1ccc(CCNC(=O)C(=O)c2c(C)[nH]c3ccccc23)cc1 | -2% | -1% | -1% | -4% | 16% | 33% | -22% | 10% | -2
Cc1ccc2c(c1)N(CCCC(=O)NCC1COc3ccccc3O1)C(=O)CO2 (stereo unspecified) | -5% | 3% | 9% | -4% | 3% | 21% | -1% | -8% | 0
COc1ccc(-c2cc(-c3ccc(OC)c(OC)c3)n[nH]2)c(O)c1 | i | ? | 1% | ? | 17% | 8% | 4% | -29% | -3
CCCn1nc(C(=O)NNC(=O)CCCOc2ccc(OC)cc2)c2ccccc2c1=O | -3% | 17%[12.7 µM] | -2% | -3% | 0% | 49%[activator] | 9% | -5% | -2
O=C(O)C1C2CCC(O2)C1C(=O)Nc1ccc(F)cc1 (stereo unspecified) | -7% | ? | -8% | -5% | 12% | 16% | ? | -11% | 4
O=C(COC(=O)Cc1ccc(F)cc1)Nc1ccc(Cl)cn1 | 4% | 7%[59 µM] | 3% | 1% | 1% | 35% | 30%[activator] | -10% | 3
CCOC(=O)CC1(c2ccc(OC)c(OC)c2)C(=O)c2ccccc2C1=O | 0% | 0% | 3% | -2% | 17% | 13% | -14% | -19% | -1
Cc1cc(Cl)ccc1OCC(=O)N/N=C1\CCCc2ccccc21 | 0% | 37% | 9% | 9% | 2% | 31% | -24% | -8% | 1
Cc1cc(Br)ccc1OCCCCNCCO | 6% | nt | -2% | -7% | -5% | ? | ? | 3.2µM* | 0
O=C(NCC1CCCO1)C1CCCN1C(=O)Nc1ccc(Cl)cc1 (stereo unspecified) | -1% | nt | -9% | 0% | -2% | 15% | -2% | -14% | 5
Cc1ccc(OCC(=O)N(Cc2cccs2)C2CCS(=O)(=O)C2)cc1C (stereo unspecified) | 0% | 5% | 0% | -7% | -3% | 49%[activator] | -1% | -10% | -3
CC(=O)c1ccc(NC(=S)NC(C)CCc2ccccc2)cc1 (stereo unspecified) | -5% | 18% | 4% | -4% | -1% | 30% | -3% | -13% | 1
Nc1c(C(=O)c2ccc(Br)s2)oc2ccccc12 | -2% | 45µM* | 0% | 7% | 0% | 32%[activator] | -3% | 11% | 1
Cc1cccc(-c2c3c(=O)n(C)c(=O)n(C)c3c3nnc4ccccc4n23)c1 | 2% | nt | -8% | 2% | 28% | 30% | nt | -1% | -5
CC1(C)CC(=O)c2cnc(NC(=O)Cc3ccc(Cl)cc3)nc2C1 | -9% | -34%[12.7 µM] | -4% | 1% | 62%[activator] | -6% | -2% | -18%[11.4 µM] | -6
CCN(c1cccc(C)c1)c1ncnc2c1cnn2-c1cccc(Cl)c1 | -4% | 32%[59 µM] | 0% | -3% | -9% | 20% | 17% | 28% | 3
Cc1ccc(NC(=O)CN(C)C(=O)Cc2c(Cl)cccc2Cl)cc1 | 4% | -2%[59 µM] | 3% | 11% | 4% | ? | -3% | -16% | 0
COc1ccc2oc(C(F)(F)C(F)(F)F)cc(=O)c2c1 | -8% | 8% | 1% | -2% | -2% | 19% | 5% | -11% | 2
COC(=O)c1ccc(NC(=O)Nc2cccc(F)c2)cc1 | -5% | 1% | -5% | -1% | -3% | 45%[activator] | -1% | 1% | -2
Cc1ccc(NC(=O)C(=Cc2ccc(C(=O)O)cc2)C(=O)Nc2ccc(C)cc2C)c(C)c1 | i | 7%[12.7 µM] | -8% | -4% | -9% | 25% | -18% | -11% | ?
Fc1cccc(/C=N/NC(=S)Nc2ccccc2Cl)c1 | 4% | 25%[59 µM] | 0% | -1% | -5% | 36% | -3% | -12% | -5
O=C(COc1coc(CN2CCN(c3ccccc3)CC2)cc1=O)Nc1ccccc1F | -1% | -28% | 6% | 7% | 9% | 2% | ? | -21% | 0
CCC(c1nc2ccccc2c(=O)n1CCCn1ccnc1)N1C(=O)c2ccccc2C1=O (stereo unspecified) | i | ? | nt | -5% | -2% | -11% | -14% | ? | -6
CCCN(CCC)CCCNC(=O)Cn1ncc2c3ccccc3n(Cc3ccccc3)c2c1=O | i | -11%[59 µM] | -3% | -1% | -4% | 23% | -11% | -10% | 7
Cc1ccc(C(=O)Nc2ccc3c(c2)OCO3)cc1S(=O)(=O)N1CCCC1 | -1% | 15%[12.7 µM] | 6% | 3% | -8% | -12% | ? | -31% | -1
CCOC(=O)C1CCCN(C(=O)C(=O)Nc2ccc3nc4n(c(=O)c3c2)CCCCC4)C1 (stereo unspecified) | -8% | 28% | -1% | -6% | 0% | 29% | 6% | -18% | -3
CCCn1c2ccccc2c2cnn(CC(=O)Nc3cc(C)c(Cl)cc3OC)c(=O)c21 | 8% | -14%[59 µM] | -3% | 1% | -6% | 24% | -7% | 4% | -3

Exported as labelled records: 2 of the compounds above.
> COC(=O)c1ccc(NC(=O)Nc2cccc(F)c2)cc1
  Tb PGK inh: -5%
  G9a block: 1%
  ERG-DNA inh: -5%
  Pin1 inh: -1%
  GLS inhibitor: -3%
  HP1b binding inh: 45%[activator]
  BAZ2B block: -1%
  JMJD2A Tudor inh: 1%
  PI4K2A inh: -2
> Cc1ccc(NC(=O)C(=Cc2ccc(C(=O)O)cc2)C(=O)Nc2ccc(C)cc2C)c(C)c1
  Tb PGK inh: i
  G9a block: 7%[12.7 µM]
  ERG-DNA inh: -8%
  Pin1 inh: -4%
  GLS inhibitor: -9%
  HP1b binding inh: 25%
  BAZ2B block: -18%
  JMJD2A Tudor inh: -11%
  PI4K2A inh: ?

Only HP1b binding inh, Pin1 inh and G9a block, for some of the entries so far:
SMILES,HP1b binding inh,Pin1 inh,G9a block
Cc1ccc(NC(=O)CN(C)C(=O)Cc2c(Cl)cccc2Cl)cc1,?,11%,-2%[59 µM]
O=C(COc1coc(CN2CCN(c3ccccc3)CC2)cc1=O)Nc1ccccc1F,2%,7%,-28%

(list continues)
SMILES | Tb PGK inh | G9a block | ERG-DNA inh | Pin1 inh | GLS inhibitor | HP1b binding inh | BAZ2B block | JMJD2A Tudor inh | PI4K2A inh
CCC(C)c1ccccc1NC(=O)C(C)OC(=O)c1ccco1 (stereo unspecified) | -10% | -4% | 4% | -2% | 6% | 19% | -5% | -8% | -3
COc1ccc(Br)cc1CNC(=O)c1cnc2sc(N3CCCC3)nn2c1=O | i | 3%[59 µM] | 5% | 1% | -2% | -10% | -4% | -18% | 1
O=C(COC(=O)c1c(F)cccc1Cl)NC(=O)Nc1ccc2c(c1)OCCO2 | i | 4%[12.7 µM] | 4% | 48%[activator] | 2% | 52%[activator] | -3% | -13% | 3
CCN(CC(=O)NC(C)(C)C)C(=O)C(c1ccccc1)c1ccccc1 | 1% | 9% | -9% | 5% | 2% | 18% | -15% | -17% | -1
